# Tau fibril FP = blocks human tau fibril formation measured by polarization; 280,000 compounds, 0.39% hits; Potency, µM (highest dose often 57.7 µM), inactives show at the highest dose activity, negative = inhibition, hits mostly inhibitors; K18 P301L tau heparin fibrillization, Alexa594 FP, 6 h; P10636; further: on the % scale 0 is the no-effect control and ±100 the full control effect; nearly all actives have a fitted effect of over 55% in size
#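 Human K18 P301L fragment (15 uM unlabeled plus 0.24 uM Alexa 594-labeled) in 100 mM sodium acetate pH 7 with compound, aggregation induced by 20 uM heparin for 6 hr at 37 C. ThT (30 uM) added for 1 hr, then Alexa 594 FP read.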
# HTT ATP protect = cytoprotection in Huntington HTT-Q103 PC12 cell model; Potency, µM (doses to about 56.4 µM), for the others: cytoprotection (ATP increase), hits mostly activators; 230,000 compounds, 0.14% hits; PC12 HTT-Q103 induced, cytoprotection, ATP luminescence, 40 h;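 further: % of control where 0% means no effect; nearly all actives have a fitted effect of over 45% in size; toxic huntingtin expression switched on by the ecdysone agonist tebufenozide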
#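 Rat PC12, Q103 Htt exon1-GFP fusion, ecdysone promoter; tebufenozide inducer 100 nM final; compound titration; qHTS, 1500 cells/well; ATPlite luminescent read.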
# TRb-SRC2 inh = TRbeta-SRC2 interaction inhibition. TRbeta-SRC2 peptide binding, fluorescence polarization; receptor liganded with 1 µM T3. Potency, µM (titrated, usually from 106 µM), inactives show at the top dose activity change, negative = inhibition, actives largely listed as inhibitors. 280,000 compounds, 0.065% hits. AID 1469;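 further: plate controls were bound peptide for no effect and peptide without receptor for full effect; nearly all actives have a fitted effect of over 50% in size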
# Target sequence (P10828 whole entry, looked up): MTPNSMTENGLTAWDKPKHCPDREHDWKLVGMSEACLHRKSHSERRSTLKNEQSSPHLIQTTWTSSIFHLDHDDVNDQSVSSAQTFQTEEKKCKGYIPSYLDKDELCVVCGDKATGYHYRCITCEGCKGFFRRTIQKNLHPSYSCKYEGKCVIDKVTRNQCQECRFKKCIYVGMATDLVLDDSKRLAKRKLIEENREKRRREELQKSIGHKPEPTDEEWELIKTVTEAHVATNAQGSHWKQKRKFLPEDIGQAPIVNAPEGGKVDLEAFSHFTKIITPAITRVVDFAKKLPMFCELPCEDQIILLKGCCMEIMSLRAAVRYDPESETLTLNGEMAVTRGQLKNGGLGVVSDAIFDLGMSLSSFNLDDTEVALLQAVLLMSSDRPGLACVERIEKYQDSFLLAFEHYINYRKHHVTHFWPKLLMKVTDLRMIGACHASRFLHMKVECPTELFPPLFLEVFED
#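 Read-out is fluorescence polarization (555 nm excitation, 632 nm emission) of a Texas Red SRC2 coactivator peptide; loss of signal reflects blocked binding to human TRb ligand-binding domain in the presence of 1 uM T3.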
# TR SRC2 fluor cs = alters Texas Red total fluorescence, flagging assay interference. TRb/SRC2 Texas Red total fluorescence interference. Potency, µM (titrated, usually from 106 µM), inactives show at the top dose fluorescence change, negative = quenching. 280,000 compounds, 0.29% hits. AID 1479; active means well fitted curve in either direction with a large enough effect; inconclusive means small, poorly fitted or top-dose-only effect; further: on the % scale 0 is the no-effect control and ±100 the full control effect
#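 Human TRb ligand-binding domain at 0.6 uM with 20 nM Texas Red SRC2 peptide in Tris buffer containing 1 uM T3 and 5% DMSO, incubated with compound 5 h at ambient temperature. Total fluorescence (555/632 nm) calculated as parallel + 2 × perpendicular.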
# Tau ThT inhib = blocks human tau fibril formation measured by thioflavin T | Potency, µM (doses to about 57.4 µM), for the others: top-dose activity, negative = inhibition, hits mostly inhibitors | 270,000 compounds, 2.1% hits | recombinant tau K18 P301L, heparin-induced fibrillization, ThT fluorescence | P10636 | AID 1460; further: on the % scale 0 is the no-effect control and ±100 the full control effect; nearly all actives have a fitted effect of over 55% in size
#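 In this qHTS, human K18 P301L tau is incubated with compound and heparin for 6 hr at 37 C, and Thioflavin T fluorescence then reports fibril load.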
# L3MBTL1 inh = blocks human L3MBTL1; Q9Y468; AlphaScreen L3MBTL1–H3K9me1 peptide binding; Potency, µM (top dose mostly 57.1 µM), without a hit: at the top dose activity, negative = inhibition, usual class: inhibitors; 230,000 compounds, 0.66% hits; AID 485360; further: on the % scale 0 is the no-effect control and ±100 the full control effect; nearly all actives have a fitted effect of over 60% in size
#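 Read-out is AlphaScreen signal from streptavidin donor and nickel chelate acceptor beads (10 ug/mL final each) bridging L3MBTL1 (50 nM) and biotinylated K9-monomethylated H3(1-15) peptide (75 nM), after 30 min compound exposure at room temperature.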
# RECQ1 helicase = blocks DNA unwinding by human RECQ1; 240,000 compounds, 0.54% hits; P46063; Potency, µM (top dose mostly 57.3 µM), inactives show at the top dose activity, negative = inhibition, hits mostly inhibitors; AID 2549; RECQ1 DNA unwinding, red fluorescence kinetic read;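 further: plate controls were vehicle for no effect and no enzyme for full effect; nearly all actives have a fitted effect of over 30% in size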
# Target sequence (P46063 whole entry, looked up): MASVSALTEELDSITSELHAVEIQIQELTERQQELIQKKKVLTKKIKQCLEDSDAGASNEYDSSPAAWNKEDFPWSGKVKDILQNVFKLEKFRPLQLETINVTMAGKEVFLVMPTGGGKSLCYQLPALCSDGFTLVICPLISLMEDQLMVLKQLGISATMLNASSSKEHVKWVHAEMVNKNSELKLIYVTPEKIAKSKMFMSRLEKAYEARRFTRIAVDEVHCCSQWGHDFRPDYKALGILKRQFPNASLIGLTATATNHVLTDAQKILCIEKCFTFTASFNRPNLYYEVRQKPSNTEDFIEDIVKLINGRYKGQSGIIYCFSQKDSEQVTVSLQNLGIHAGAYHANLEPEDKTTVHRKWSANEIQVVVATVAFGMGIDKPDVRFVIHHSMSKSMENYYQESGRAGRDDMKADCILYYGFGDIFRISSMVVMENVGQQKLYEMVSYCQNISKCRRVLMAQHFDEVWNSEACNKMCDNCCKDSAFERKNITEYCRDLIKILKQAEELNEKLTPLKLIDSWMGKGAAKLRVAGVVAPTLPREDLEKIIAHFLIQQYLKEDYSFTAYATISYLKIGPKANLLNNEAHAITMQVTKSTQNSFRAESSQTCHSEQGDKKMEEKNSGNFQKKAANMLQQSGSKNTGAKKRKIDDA
#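 50 nM RECQ1T1 preincubated 15 min with compound in Tris pH 8.0 buffer with MgCl2, DTT, Tween-20 and 2.5 ug/ml poly(dI-dC); started with 200 nM TAMRA/BHQ-2 forked duplex and 2 mM ATP. Unwinding read as fluorescence (525/598 nm), two reads 2 h apart.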
# Tau fluor counter = counter-screen for tau fibril formation inhibitors; 280,000 compounds, 0.93% hits; Potency, µM (series often up to 57.7 µM), without a hit: top-dose activity change, negative = decrease; tau K18 P301L (four-repeat tau fragment) Alexa594 fluorescence, heparin fibrillization; AID 1463; further: on the % scale 0 is the no-effect control and ±100 the full control effect; nearly all actives have a fitted effect of over 55% in size
#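 Human K18 P301L tau (15 uM unlabeled plus 0.24 uM Alexa 594-labeled, final) in 100 mM sodium acetate pH 7 was mixed with compound and 20 uM heparin and incubated 6 hr at 37 C.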
# * = called active by the depositor; i = inactive; ? = inconclusive; / = not tested or not shown; [ ] = remark or other dose. Unless noted, the call rests on the fitted dose curve; in most records, active means well fitted curve in the direction sought with a large enough effect; inconclusive means small, poorly fitted or top-dose-only effect, or another doubt; inactive means no such curve, though single readings can be large; an effect the other way counts as inactive or inconclusive. Potency means the concentration at half of the fitted maximal effect. The list is partial, so the mix of outcomes need not match the whole.
SMILES,Tau fibril FP,HTT ATP protect,TRb-SRC2 inh,TR SRC2 fluor cs,Tau ThT inhib,L3MBTL1 inh,RECQ1 helicase,Tau fluor counter
Cc1ccc(CNC(=O)CCCn2c(=O)c3ccccc3n(CC(=O)NCc3ccco3)c2=O)cc1,-6.2%,13.3%[10 µM],-0.1%,1.2%,0.4%,-1.0%,0.5%,-0.8%
Brc1ccc(/C=N/N2CCN(C3c4ccccc4-c4ccccc43)CC2)s1,6.3%,9.1%[10 µM],8.3%,-0.8%,-8.7%,-2.3%,-2.6%,-6.2%
CC(=O)N1N=C(C)CC1c1ccc(O)cc1 (configuration not stated),-7.4%,13.0%[0.074 µM],-3.7%,1.6%,-1.3%,0.6%,-2.8%,2.7%
Cc1cc(-c2nnc(CCC(=O)N3CCN(Cc4cccc(F)c4)CC3)o2)c(C)o1,-9.2%,7.8%[10 µM],3.2%[53 µM],-1.9%[53 µM],?,14.4%,i,1.5%
Cn1cccc1C(=O)NC(=O)COC(=O)CNC(=O)c1ccc(Cl)cc1Cl,-8.8%,-12.1%,1.2%,3.8%,-18.6%,/,0.1%,-17.2%
Cc1ccc(Nc2ncnc(N)n2)cc1C,3.4%,0.4%[10 µM],-11.7%[53 µM],-1.4%[53 µM],4.4%,51.5%[activator],22.0%,1.7%
Cc1cc(C)cc(C(=O)Nc2ccc(N3CCN(S(C)(=O)=O)CC3)cc2)c1,7.1%,32.4%[10 µM],-0.1%,0.2%,-11.9%,-0.5%,-0.2%,-7.7%
COc1ccc(Cc2nnc(N/N=C/c3ccccc3O)[nH]c2=O)cc1OC,1.3%,-90.1%[inhibitor][10 µM],4.4%,-5.7%,-21.4%,8.91µM*,-11.2%,-21.7%
COc1ccc2c(CNCCc3cccs3)c(C(=O)O)n(Cc3ccccc3C)c2c1,3.3%,/,-5.9%,-1.8%,-5.4%,/,/,-14.7%
C(=N\c1nccs1)/c1c[nH]c2ccccc12,1.8%,-19.0%[10 µM],-13.7%,2.0%,-10.4%,/,12.3%,-6.6%
Cc1ccc(S(=O)(=O)NC(=O)NCCc2ccccc2)cc1,5.7%,-27.6%,3.1%,-1.2%,-1.9%,/,i,-0.5%
CCOC(=O)c1cnn(-c2ccc(OC)cc2)c1C1CCN(C(=O)OC(C)(C)C)CC1,3.5%,/,-0.4%,-0.1%,-12.4%,/,/,-9.2%
CN(C)c1ccc(NC(=O)COC(=O)CCC(=O)c2ccc(F)cc2)cc1,3.1%,-10.5%,0.0%,-2.8%,?,/,-1.9%,?
CCCS(=O)(=O)N1CCN=C1SCc1cccc(C)c1,-0.6%,-26.7%,-9.6%,-0.8%,-3.6%,/,-2.2%,-6.2%
CCN(CC)C(=O)C1CCCN(c2ccc([N+](=O)[O-])cc2)C1 (configuration not stated),-1.4%,2.8%[10 µM],1.3%,-5.5%,?,15.4%,i,-3.7%
O=C(CN1CCN(CCOCCO)CC1)N1c2ccccc2Sc2ccc(Cl)cc21,-0.6%,5.8%,-8.1%,-0.7%,-1.9%,-8.8%,-4.4%,-4.3%
Cc1cccc(NC(=O)c2sc3nc4c(cc3c2N)CN(Cc2ccccc2)CC4)c1,-0.2%,/,-2.2%,-1.5%,-16.0%,/,/,-22.4%
COc1ccc(CC(=O)NNC(=O)c2c(-c3ccccc3Cl)noc2C)cc1OC,2.6%,21.6%[10 µM],1.4%,-2.3%,0.6%,4.7%,-1.5%,-4.6%
CC(C)Cn1c(=O)oc2ccccc21,1.4%,-17.2%[10 µM],4.1%,-2.2%,-3.2%,-2.1%,-0.5%,-6.4%
O=C1C2C3CCC(C3)C2C(=O)N1Cc1ccccc1 (configuration not stated),-9.7%,9.2%[10 µM],5.1%,0.7%,-2.1%,-2.7%,0.5%,-9.2%
CC(=O)Nc1ccc(S(=O)(=O)N2CCN(c3nc(NC4CCCC4)c4ccccc4n3)CC2)cc1,22.4µM*,-43.2%[inhibitor][10 µM],-10.3%,-1.6%,-16.6%,-3.2%,i,14.1µM*[quencher]
CCOC(=O)N1CCN(C(=O)c2ccc(NS(C)(=O)=O)cc2)CC1,1.7%,0.4%[10 µM],-8.9%,-1.4%,5.8%,13.8%,-19.7%,7.2%
CN(c1ncc(C(F)(F)F)cc1Cl)N1C(=O)c2cccc(N)c2C1=O,?,-0.5%,-5.1%,-0.2%,-5.1%,17.7%,i,-19.5%
CC(C)OCCCNC(=O)Cn1c(-c2cccs2)cc2cc(F)ccc21,5.9%,/,3.9%,-0.1%,0.4%,/,/,-16.0%
COC(=O)c1c(N)n(-c2ccc(OC)c(Cl)c2)c2nc3ccccc3nc12,-0.9%,/,7.2%,-2.2%,0.7%,/,/,-7.0%

# Arranged by SMILES length (high to low): part of the list above.
SMILES,Tau fibril FP,HTT ATP protect,TRb-SRC2 inh,TR SRC2 fluor cs,Tau ThT inhib,L3MBTL1 inh,RECQ1 helicase,Tau fluor counter
CC(=O)Nc1ccc(S(=O)(=O)N2CCN(c3nc(NC4CCCC4)c4ccccc4n3)CC2)cc1,22.4µM*,-43.2%[inhibitor][10 µM],-10.3%,-1.6%,-16.6%,-3.2%,i,14.1µM*[quencher]
Cc1ccc(CNC(=O)CCCn2c(=O)c3ccccc3n(CC(=O)NCc3ccco3)c2=O)cc1,-6.2%,13.3%[10 µM],-0.1%,1.2%,0.4%,-1.0%,0.5%,-0.8%
Cc1cc(-c2nnc(CCC(=O)N3CCN(Cc4cccc(F)c4)CC3)o2)c(C)o1,-9.2%,7.8%[10 µM],3.2%[53 µM],-1.9%[53 µM],?,14.4%,i,1.5%
Cc1cc(C)cc(C(=O)Nc2ccc(N3CCN(S(C)(=O)=O)CC3)cc2)c1,7.1%,32.4%[10 µM],-0.1%,0.2%,-11.9%,-0.5%,-0.2%,-7.7%
COc1ccc(CC(=O)NNC(=O)c2c(-c3ccccc3Cl)noc2C)cc1OC,2.6%,21.6%[10 µM],1.4%,-2.3%,0.6%,4.7%,-1.5%,-4.6%
CN(c1ncc(C(F)(F)F)cc1Cl)N1C(=O)c2cccc(N)c2C1=O,?,-0.5%,-5.1%,-0.2%,-5.1%,17.7%,i,-19.5%
Cc1ccc(Nc2ncnc(N)n2)cc1C,3.4%,0.4%[10 µM],-11.7%[53 µM],-1.4%[53 µM],4.4%,51.5%[activator],22.0%,1.7%
CC(C)Cn1c(=O)oc2ccccc21,1.4%,-17.2%[10 µM],4.1%,-2.2%,-3.2%,-2.1%,-0.5%,-6.4%

# Carrying on:
SMILES,Tau fibril FP,HTT ATP protect,TRb-SRC2 inh,TR SRC2 fluor cs,Tau ThT inhib,L3MBTL1 inh,RECQ1 helicase,Tau fluor counter
COc1ccc(CC(=O)Nc2ccc(-c3nnc(-c4ccccc4)o3)cc2)cc1OC,-10.1%,18.4%[10 µM],-1.8%,-10.4%,?,12.6%[11.4 µM],-2.1%,-13.4%
O=C(NCc1ccc2c(c1)OCO2)c1ccc(Cl)c(S(=O)(=O)NCc2ccccc2)c1,-3.1%,-22.6%[10 µM],7.8%,-1.7%,-9.6%,-2.0%,i,?
Nc1cccc2nc3ccccc3cc12,-10.1%,-63.9%[inhibitor],2.3%,-2.3%,-17.3%,/,14.4%,-8.7%
O=C(COc1ccc(F)cc1)NC1CC1,-1.8%,-1.6%[10 µM],4.7%,0.4%,2.8%,7.4%,-14.6%,3.0%
C/C(NC(=O)c1ccccc1F)=C1\C(=O)C[C@@H]2[C@H]1C2(C)C,1.9%,6.8%,-9.4%,-0.4%,-12.1%,0.5%,-18.4%,-10.9%
COc1cccc(CNS(=O)(=O)c2cc3c(cc2C)n(C)c(=O)c(=O)n3C)c1,0.0%,/,6.0%,7.8%,-7.4%,7.2%,/,-10.4%
CCCS(=O)(=O)c1nc(S(=O)(=O)c2ccc(C)cc2)c(NC)s1,0.8%,/,2.5%,-2.6%,4.2%,/,/,-2.4%
CC(C)Cc1cc(C(=O)NCc2cccs2)no1,5.6%,-2.2%,6.7%,-0.9%,-6.0%,16.0%,2.8%,-5.8%
COc1ccc2nc(N/C(N)=N/C(=S)Nc3c(C)cccc3C)nc(C)c2c1,3.8%,/,-10.5%,-5.3%,1.6%,41.5%[activator],42.6%[activator],0.0%
Cc1cc(C)n(-c2ccc(C(=O)OCc3nnc(-c4ccccc4)o3)cc2)n1,4.4%,6.0%,-3.2%,-5.5%,-4.5%,-5.3%,-5.1%,-0.1%
CN1C(C(=O)NCc2cccc(C(F)(F)F)c2)CC2Cn3c(nc4ccccc43)C21 (configuration not stated),-4.6%,2.7%[10 µM],-11.5%,-1.2%,-2.1%,/,i,0.9%
O=C(c1cccc([N+](=O)[O-])c1)N1CCOCC1,4.4%,-9.8%[10 µM],-3.6%,-0.4%,4.6%,11.5%,-4.3%,3.8%
Cc1ccc(N2CC(NC(=O)/C=C\c3ccc4c(c3)OCO4)CC2=O)cc1C (configuration not stated),0.9%,/,9.5%,-0.1%,-15.9%,/,/,-20.4%
O=C(NCc1ccccc1)c1ccc2c(c1)sc1nc(-c3ccc(F)cc3)cn12,-8.7%,/,-6.1%,0.2%,1.5%,/,/,-0.4%
CCOC(=O)c1c(NC(=O)c2ccccc2Br)sc2c1CCc1ccccc1-2,?,2.6%,-13.6%,0.5%,28.2µM*,/,-4.4%,-27.6%
Oc1c(C(c2cccs2)N2CCOCC2)sc2ncnn12 (configuration not stated),1.9%,1.8%,1.5%,-5.0%,-6.8%,/,-16.3%,-6.9%
CC12CCC(C(=O)Nc3ccc(Cl)cc3)([C@H](Br)C1=O)C2(C)C (some centres not stated),8.6%,-21.6%[10 µM],-1.4%,-8.6%,-12.7%,63.0%[activator],-1.9%,-19.6%
Cc1cc(C)c2c(c1)c(C)cc1nnc(SCC(=O)NCc3ccco3)n12,1.9%,-22.1%[10 µM],8.8%,1.4%,-4.3%,/,-10.4%,-6.0%
CNC(=O)NC(=O)C(C)OC(=O)c1c2c(nc3ccccc13)/C(=C/c1cccs1)CC2 (configuration not stated),-2.7%,-27.9%[10 µM],-3.3%,-5.4%,?,?,0.5%,?
